# CHRM1 antagonist: antagonists of human M1 muscarinic receptor. hit rate 1.3% among 360,000. AID 588852. CHO-K1 hM1, Fluo-8 calcium fluorescence, ACh EC80 antagonist. P11229. inhibition, % at 3 µM;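 active means percent inhibition above its own plate's cutoff, namely the mean of that plate's compound wells plus 3 SD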;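 further: peak over basal fluorescence ratio during 140 s after agonist addition; 0% = ACh EC80 plus DMSO and 100% = DMSO alone without agonist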
# Target sequence (P11229 whole entry, looked up): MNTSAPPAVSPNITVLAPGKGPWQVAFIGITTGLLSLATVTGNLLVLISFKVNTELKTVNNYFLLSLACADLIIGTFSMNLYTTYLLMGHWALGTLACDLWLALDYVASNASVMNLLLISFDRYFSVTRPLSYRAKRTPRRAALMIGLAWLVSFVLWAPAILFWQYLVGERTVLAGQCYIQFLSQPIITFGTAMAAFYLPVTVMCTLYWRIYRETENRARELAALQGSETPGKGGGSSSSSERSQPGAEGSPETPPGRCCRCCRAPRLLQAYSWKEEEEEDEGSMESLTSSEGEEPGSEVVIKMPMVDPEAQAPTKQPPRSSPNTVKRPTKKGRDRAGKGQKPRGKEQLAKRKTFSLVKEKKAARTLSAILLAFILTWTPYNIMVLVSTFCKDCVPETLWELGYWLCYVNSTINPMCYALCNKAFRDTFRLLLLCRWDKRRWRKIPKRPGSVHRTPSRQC
# M1 ag parental: nonselective activator or artifact in parental CHO-K1 cells; hit rate 0.48% among 360,000; Fluo-8 calcium fluorescence; scaled to maximal ATP response, vehicle zero; activation, % at 3 µM; AID 602248; in the data active means activation above about 15%;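 further: untransfected CHO-K1 host cells lacking M1 receptor as counterscreen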
# TAAR1 antag: antagonists of human TAAR1; Q96RJ0; CHO RD-HGA16 TAAR1, Fluo-8 calcium fluorescence, antagonist; inhibition, % at 3 µM; hit rate 1.5% among 360,000; AID 624466;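 active means inhibition above a per-plate cutoff, the mean inhibition of test compounds on that plate plus 3 SD, cut at about 49% in these data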;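 further: 0% = DMSO plus EC80 beta-PEA response and 100% = DMSO alone without agonist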
# Target sequence (Q96RJ0 whole entry, looked up): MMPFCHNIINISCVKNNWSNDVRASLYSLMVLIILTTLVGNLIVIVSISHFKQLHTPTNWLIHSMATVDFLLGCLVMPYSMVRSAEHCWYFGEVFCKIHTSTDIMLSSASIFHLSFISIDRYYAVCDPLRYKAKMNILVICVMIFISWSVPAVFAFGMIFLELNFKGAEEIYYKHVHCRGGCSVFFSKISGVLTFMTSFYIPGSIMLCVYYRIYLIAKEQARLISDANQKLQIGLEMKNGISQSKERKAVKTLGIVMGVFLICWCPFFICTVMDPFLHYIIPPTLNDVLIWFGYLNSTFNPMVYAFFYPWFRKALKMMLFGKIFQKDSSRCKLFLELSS
#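 System: CHO RD-HGA16 cells bearing hTAAR1. Reagent: EC80 β-phenethylamine stimulus. Schedule: seeding 17-24 h prior, 75-min 37 °C, 30-min RT dye loading. Signal: Fluo-8 intracellular calcium dye fluorescence, real-time kinetic reads. Read-out: % inhibition from peak post-agonist over basal fluorescence ratio. Benchmarks: vehicle wells and EC80 agonist wells. Replicates: n of 1.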
# CHRM1 agonist: human M1 muscarinic receptor agonism. P11229. CHO-K1 hM1, Fluo-8 calcium fluorescence, agonist mode; 0% DMSO, 100% acetylcholine EC100. activation, % at 3 µM. hit rate 0.33% among 360,000. AID 588814;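 active means activation above the run's mean compound activation plus 3 SD, cut at about 16% in these data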;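 further: peak over basal fluorescence ratio within a 140 s kinetic read after compound addition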
# CHO parental Ca: counter-screen for OX1R antagonists: effect in parental CHO cells; parental CHO-K1, ATP-induced calcium, Fluo-8 fluorescence; inhibition, % at 5.6 µM; hit rate 0.63% among 330,000; AID 463079;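 active means inhibition above that plate's mean sample inhibition plus 3 SD, cut at about 26% in these data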;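 further: 0% = ATP-challenged DMSO wells and 100% = DMSO wells without ATP; some compounds past the cut are filed as inactive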
#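 Assay system: untransfected parental CHO cell line. Also added: ATP agonist challenge. Dosing: one dose, 5.6 µM nominal. Measured by: Fluo-8 fluorescence. Read-out: % inhibition. Benchmarks: ATP wells versus no-ATP DMSO wells. Repeats: no replicates.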
# TAAR1 ag: human TAAR1 agonism | Q96RJ0 | CHO RD-HGA16 TAAR1, Fluo-8 calcium fluorescence; vehicle wells 0%, saturating PEA agonist 100% | activation, % at 3 µM | hit rate 0.99% among 360,000;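 active means activation above the mean activation of all test compounds in the run plus 3 SD, cut at about 38% in these data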
#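 Assay system: CHO-derived RD-HGA16 cells with stable Gα16 and human TAAR1; timing: 17-24 h seeding, 75 min 37 °C dye, 30 min RT; read-out: % activation from peak over basal fluorescence ratio, DMSO-to-PEA scaled; measured by: kinetic Fluo-8 calcium fluorescence; benchmarks: low control DMSO, high control PEA (EC100); doses: 3 µM single concentration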
# CHO-K1 Ca antag: nonselective inhibitor or artifact in parental CHO-K1 cells; ATP-induced calcium, Fluo-8 fluorescence; inhibition, % at 3 µM; hit rate 0.6% among 360,000; AID 602250;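 active means inhibition above a per-plate cutoff, the plate's mean sample inhibition plus 3 SD, cut at about 24% in these data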;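 further: 0% = DMSO plus EC80 ATP and 100% = DMSO alone without ATP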
# M1 PAM parental: nonselective activator or artifact in parental CHO-K1 calcium assay | hit rate 0.02% among 360,000 | activation, % at 3 µM | ATP EC20, Fluo-8 calcium fluorescence; 0% at ATP EC20, 100% at ATP max;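 active means activation above the run cutoff, the mean activation of all test compounds plus 3 SD, cut at about 40% in these data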;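 further: peak over basal fluorescence ratio in a 140 s read after ATP addition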
# M1 PAM: potentiates human M1 receptor response to acetylcholine | P11229 | CHO-K1 hM1, Fluo-8 calcium fluorescence, ACh EC20; 0% = ACh EC20, 100% = maximal ACh | activation, % at 3 µM | hit rate 0.088% among 360,000; in the data active means activation above about 19%, passing the limit was not always enough
# * hit, by the source's call; x = no result given. Hits appear at their usual frequency; overall some 4.4% were active at least once.
SMILES,CHRM1 antagonist,M1 ag parental,TAAR1 antag,CHRM1 agonist,CHO parental Ca,TAAR1 ag,CHO-K1 Ca antag,M1 PAM parental,M1 PAM
CCOC(=O)C1(CC2CCCCO2)CCN(S(=O)(=O)c2ccc(C)s2)CC1 (stereo not given),13,-0.3,-16,-4,-3,6,-5,-8,-3
COC(=O)c1cc(C(=O)NC(C)(C)CC(C)(C)C)cc([N+](=O)[O-])c1,-1,0.8,-12,-5,-16,-1,-11,20,0
O=C(O)Cc1ccc2[nH]c3ccc(CC(=O)O)cc3c2c1,-8,0.3,2,-2,14,10,-3,10,4
C[C@@H]1CN([C@@H](C)CO)C(=O)CCCn2nncc2CO[C@H]1CN(C)Cc1cccc(C(F)(F)F)c1,-8,0.1,-21,-5,x,1,10,-8,-1
CC(C)NC(=O)C(c1ccc(F)cc1)N(Cc1ccco1)C(=O)CCC(=O)Nc1ccccn1 (stereo not given),-13,0.3,-22,-3,-15,2,-1,0,11
O=C(OCC(=O)N1CCCC1)c1cncc(Br)c1,-13,0.1,-10,-2,-12,2,-4,11,7
COc1ccc2nc(CNC(=O)C3CCC(=O)N(CCc4ccccc4)C3)[nH]c2c1 (stereo not given),-10,0.5,-38,-1,-14,1,3,-10,9
Cc1cc(O)c(NC(=O)c2ccc(C)c([N+](=O)[O-])c2)cc1C,-3,1.2,-2,-9,5,2,-2,20,1
CCOC(=O)N1CCC(NC(=O)CN2C(=O)C(CC)Oc3ccc(C)cc32)CC1 (stereo not given),-17,-0.4,-42,-1,-15,0,-15,10,2
O=C(NCCN1CCOCC1)c1cc(S(=O)(=O)NCCCN2CCCC2=O)ccc1Cl,0,0.7,-6,-3,3,6,-12,18,5
COc1cc(/C=C/C(=O)OCC(=O)N2CCCc3ccccc32)ccc1OCC#N,-4,0.9,8,-3,-18,2,3,4,6
O=[N+]([O-])c1cc(/C=N/O)ccc1N1CCCC1,-13,-0.5,-5,-9,-7,0,-5,7,9
CCC(C)C(NC(=O)C1CCC(C)CC1)C(=O)NCc1ccccn1 (stereo not given),-21,-0.1,-9,-3,-5,0,-2,19,14
O=C(O)C(Cc1ccccc1)N1C(=O)c2c(Cl)c(Cl)c(Cl)c(Cl)c2C1=O (stereo not given),1,3.9,-31,1,-14,3,-6,14,2
CCNCCC(=O)N1c2ccccc2Sc2ccc(NC(=O)OCC)cc21,56*,0.2,1,-9,4,2,0,12,-24
C#CCSc1nc(-c2cccs2)ccc1C#N,6,-0.2,7,-5,-7,15,-2,5,-8
Cc1ccc(-c2nc(C)sc2CC(=O)NCc2ccco2)cc1,-3,0.4,-5,-2,x,0,-12,9,6
CN(CC(=O)Nc1ccc(F)cc1)C(=O)COC(=O)CNC(=O)c1sc2ccccc2c1Cl,-5,1.1,-25,-4,-4,3,-3,4,4
COC(=O)C[C@H]1C[C@@H]2c3cc(NC(=O)NC4CCCC4)ccc3O[C@@H]2[C@@H](CO)O1,-17,1.1,-5,-4,x,2,-6,11,5
CSc1nnc(-c2sc3cc(C(F)(F)F)cnc3c2-c2ccccn2)n1C,-41,0.7,0,-4,-11,2,-9,21,2

# Arranged by heavy-atom count (rising): part of the list above.
SMILES,CHRM1 antagonist,M1 ag parental,TAAR1 antag,CHRM1 agonist,CHO parental Ca,TAAR1 ag,CHO-K1 Ca antag,M1 PAM parental,M1 PAM
O=[N+]([O-])c1cc(/C=N/O)ccc1N1CCCC1,-13,-0.5,-5,-9,-7,0,-5,7,9
COC(=O)c1cc(C(=O)NC(C)(C)CC(C)(C)C)cc([N+](=O)[O-])c1,-1,0.8,-12,-5,-16,-1,-11,20,0
CCOC(=O)N1CCC(NC(=O)CN2C(=O)C(CC)Oc3ccc(C)cc32)CC1 (stereo not given),-17,-0.4,-42,-1,-15,0,-15,10,2

# The results go on.
SMILES,CHRM1 antagonist,M1 ag parental,TAAR1 antag,CHRM1 agonist,CHO parental Ca,TAAR1 ag,CHO-K1 Ca antag,M1 PAM parental,M1 PAM
Cc1c(CCC(=O)O)c(=O)oc2cc3occ(-c4ccc(Cl)cc4)c3cc12,-1,4.8,-15,1,-13,4,-13,5,9
Cc1sc2ncnc(N3CCC(C(=O)Nc4ccc(F)cc4Cl)CC3)c2c1C,5,9.2,37,-4,-20,4,-14,5,-12
NNC(=O)CNc1ccccc1Cl,-13,-0.2,-17,-3,-14,10,15,-8,12
O=C(CSC1CC(=O)N(CCc2ccccc2)C1=O)Nc1cccc(Cl)c1 (stereo not given),-1,5.2,-1,-2,-15,6,-5,17,3
COC(=O)c1cc(NC(=O)c2ccccc2)c(=O)oc1C,-4,0.3,-1,-8,-7,2,-9,1,5
CCC1(c2ccc(Cl)cc2)NC(=O)N(CC(=O)NCc2ccc(F)cc2)C1=O (stereo not given),-8,2.9,7,3,-16,3,-2,-1,11
O=C(c1ccc(Br)o1)N1CCC(Cc2ccccc2)CC1,3,1.0,-12,-1,-12,2,-12,-5,-3
Fc1ccccc1OCCCCCN1CCCC1,0,0.5,5,-5,-5,0,-4,21,4
O=C1C(Cc2ccc(O)cc2)NC(=S)N1c1ccccc1 (stereo not given),4,-0.1,-4,-5,-8,13,1,7,-2
CC1CCCN(CCCNC(=O)C2CCCN(c3ncnc4c3nc3n4CCCCC3)C2)C1 (stereo not given),5,-0.7,-14,-5,-16,0,-6,17,2
COc1ccc(S(=O)(=O)N2CCCCC2)cc1Br,-11,0.8,-7,-3,0,10,-13,25,6
CCN(Cc1ccccc1)C(=O)c1cccnc1,-12,7.5,-3,-1,7,0,0,22,9
Cc1cc(=O)oc2c(C)c(OCC(=O)NCCCN3CCOCC3)ccc12,-15,1.3,2,-3,8,5,-13,19,14
C/C(=N/OC(=O)c1ccc(C)cc1)c1ccc(N2C(=O)C3CCCCC3C2=O)cc1 (stereo not given),-6,1.9,66*,-2,-9,17,-2,12,0
NC(=O)CC(NC(=O)Cc1ccc(Cl)cc1)c1ccc(NC2CCCC2)c([N+](=O)[O-])c1 (stereo not given),7,4.2,-15,-4,-11,15,18,-8,2
COc1ccc(NC(=O)/C=C/c2ccc3c(c2)OCO3)cc1,-6,1.2,8,-6,-7,6,-15,29,8
Nc1nc(CN2CCN(Cc3ccccc3)CC2)nc(N2CCCc3ccccc32)n1,9,0.1,-9,-9,-23,7,-4,13,-3
CSCC[C@H](N)C(=O)N1CCC(C(=O)N[C@@H](C)C(=O)NCc2ccc(F)cc2)CC1,-6,0.3,-12,-5,-14,1,5,3,1
COc1ccc(-c2[nH]c(-c3ccc(Cl)cc3)nc2SCC(=O)Nc2nccs2)cc1,8,0.5,37,-4,6,3,4,-12,-13
COCCN=c1scc(-c2cccs2)n1/N=C(\C)c1ccco1,-2,-0.2,19,0,-20,-1,-6,9,6
CCOc1cc(/C=C/C(=O)Nc2ccc(C(=O)NCCN(CC)CC)cc2)ccc1OCC(C)C,64*,0.1,7,-5,-6,9,-18,14,-22
Nc1cc(-c2ccc(Br)cc2)nn1S(=O)(=O)c1ccccc1,-3,-0.4,2,-7,4,-3,-1,14,6
CCOC(=O)c1ccc(N2CCN(c3ccccc3F)CC2)c(NC(=O)Nc2ccccc2)c1,15,4.2,48,-2,39*,8,16,-1,-10
COc1cccc(CNC(=O)C2CCCN(S(=O)(=O)N3CC(C)CC(C)C3)C2)c1 (stereo not given),7,2.8,-23,-5,-25,-2,-17,18,-10
Cc1cc2c(=Cc3ccc(N(C)C)cc3)c3ccccc3n2[n+]1C,-28,-0.8,1,-8,x,0,0,-1,18
Cc1ccc(C(=O)Nc2nc(=O)n(C(=O)c3ccccc3Cl)s2)cc1,-28,1.0,10,-2,x,-3,-10,18,7
Cc1ccc(OCC(O)CN2C(=O)NC(C)(C)C2=O)cc1C (stereo not given),-1,0.6,9,0,-6,1,-17,13,2
CCc1ccc(NC(=O)C(C)OC(=O)c2ccc(NS(=O)(=O)c3ccc(C)c([N+](=O)[O-])c3)cc2)cc1 (stereo not given),6,-0.1,17,-7,-1,-1,2,1,-5
COc1ccc(CC(=O)N(CC2CCCO2)c2nc3ccccc3s2)cc1 (stereo not given),7,0.0,-36,-3,-5,3,12,-14,-3
Cc1onc(-c2ccccc2)c1C(=O)Nc1ccc(S(=O)(=O)Nc2nccs2)cc1,-20,0.5,-24,-5,-1,3,-15,-1,15
CC(=O)c1ccc(N2CCN(c3ccc(S(=O)(=O)NCCCN(C)C)cc3[N+](=O)[O-])CC2)cc1,-1,6.8,-9,-3,18,9,-2,11,1
CC1CCCCN1CCNC(=O)c1ccc2c(=O)n(Cc3ccc(Cl)cc3)c(=S)[nH]c2c1 (stereo not given),4,1.8,5,-5,7,16,-5,18,-6
CC(C)NC(=O)c1ccc2sc([C@H]3C[C@H](O)[C@@H](CO)O3)nc2c1,-10,0.4,-4,-2,x,1,2,-4,7
O=C(O)c1ccc(Cl)c(S(=O)(=O)Nc2ccc(S(=O)(=O)Nc3cccc(Cl)c3)cc2)c1,10,0.5,-7,3,-1,3,8,-18,8
COc1ccccc1/C=C/C=N/n1c(-c2cc(-c3ccccc3)n[nH]2)n[nH]c1=S,-4,-0.5,0,-3,-19,3,-15,17,4
CC1(Oc2ccccc2)CCN(Cc2csc3ccccc23)C1 (stereo not given),1,0.3,-13,-6,x,0,-3,4,-5
Cc1ccc(C)c(N2CCN(c3cnn(-c4nc5ccccc5s4)c(=O)c3Cl)CC2)c1,1,0.1,7,-5,-5,3,1,15,2
Cc1nc(N(CCO)C2CCCCC2)c2nnn(Cc3ccccc3)c2n1,-7,4.8,2,-5,-11,2,-7,19,-1
Cc1cccc(N2C(=O)c3ccccc3C2=O)n1,-7,1.3,2,-7,-7,-1,-18,18,12
O=C(NN1C(=O)C2C3c4ccccc4C(c4ccccc43)C2C1=O)c1ccc(Cl)cc1 (stereo not given),-4,0.4,-13,-7,-11,8,3,16,7
CCNC(=S)Nc1sc2c(c1C#N)CCC(C)C2 (stereo not given),-17,-0.4,-13,-1,-10,3,8,-1,11
CCCOC(=O)CCCC[C@H]1SC[C@@H](NC(=O)OC)[C@H]1NC(=O)OC,7,-0.1,-11,0,0,0,15,-8,-1
Cc1cccc(C(=O)Nc2ccc(C(=O)c3ccncc3)cc2)c1,-7,10,7,1,x,22,-1,7,1
COc1ccc(CNS(=O)(=O)NCc2ccccc2)cc1,8,0.2,-3,-6,-2,13,12,-15,-6
O=C(NNC(=O)c1cccs1)c1ccc(Cl)c([N+](=O)[O-])c1,-4,0.8,-15,-4,-5,3,-8,1,13
CCc1ccc(OC)c(S(=O)(=O)Nc2ccccc2C)c1,-4,0.6,-5,-5,-15,3,0,15,7
CN(Cc1ccccc1)c1nc2c(c(=O)n(C)c(=O)n2C)n1CCSc1ncccn1,-13,1.7,9,-7,-1,3,0,13,0

# High-throughput results (PubChem)
